Source: PubChem
MT stabilizer – stabilizes microtubules in HeLa cells. HeLa tubulin immunostaining HCS, 24 h; share of cells brighter than vehicle mean+2SD. % tubulin-high responders, % at 10 µM. 200,000 tested, 0.83% active. AID 2205;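 active = plate Z-score above 3 for both tubulin-high and condensed-nucleus cell shares, with cell loss under 80%, at 10 µM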;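 also: anti alpha tubulin signal scored within the nucleus-defined area of each cell; some results filed as inactive read as strong as hits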
M17LAP inhibition – P. falciparum M17LAP inhibitors, primary screen, biochemical, fluorogenic H-Leu-NHMec substrate, 1536-well (AID 1619) | one-dose inhibition, % at 30 µM; IC50 in µM for titrated hits | recombinant M17LAP, H-Leu-NHMec fluorogenic kinetic assay; higher % means a stronger effect | 220,000 tested, 0.38% active;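 active = compound inhibiting the enzyme by more than half at any dose during confirmatory dose-response retesting; inconclusive = strong single-dose inhibitors picked by rank but not retested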;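 also: plate controls were full reaction with DMSO carrier for no effect and no enzyme background for full effect; strong numbers were not always called active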
Dynein transport – dynein cargo transport inhibition; 220,000 tested, 0.47% active; z-score, hits read low; 3617.4 mouse cells, GR-EGFP nuclear translocation imaging; test concentration mostly 20 µM; stimulated with dexamethasone, 1 µM; active compounds read low;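 active = plate z-score of nuclear minus cytoplasmic receptor signal below a set negative limit, without overly bright fluorescence or cell loss, cut at about -3.5 in these data, passing the limit was not always enough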;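 also: z-score of nuclear minus cytoplasmic ring GR-EGFP intensity difference per well; some compounds called inactive have numbers as strong as hits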
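Schedule: 48 h induction, then 1 h compound, then 30 min agonist, 37 °C. Buffer or medium: tetracycline-free induction medium containing charcoal-stripped FBS. Reagent: 1.0 µM final dexamethasone stimulus. Evaluation: nuclear versus cytoplasmic GR-EGFP signal, averaged per well. Signal: high-content fluorescence imaging after fixation.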
CSM14.1 death rescue – rescue of cells from ER stress-induced death, primary screen, 384-well, CSM14.1, thapsigargin, ATP luminescence (AID 1222); CSM14.1 thapsigargin-induced death rescue, ATP luminescence; higher % means a stronger effect; cellular ATP content (survival), % at 20 µM, or EC50 in µM where a hit was titrated; 190,000 tested, under 10 active;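 active = EC50 below 50 µM in the dose-response confirmation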;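 also: death triggered by thapsigargin at about 15 µM added after 2 h compound pretreatment; cell ATP read after overnight thapsigargin exposure of roughly 18 to 22 hours; normalized against plate controls of thapsigargin alone and 5% DMSO vehicle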
M1AAP inhibition – P. falciparum M1AAP inhibitors, biochemical, fluorogenic H-Leu-NHMec substrate, 1536-well (AID 1445) | recombinant M1AAP, H-Leu-NHMec fluorogenic kinetic assay; higher % means a stronger effect | inhibition, % at 30 µM; hits with a dose series show IC50 in µM | 220,000 tested, 0.42% active;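 active = primary inhibition above the hit cutoff, then over 50% inhibition at one or more dose response concentrations, cut at about 23% in these data, passing the limit was not always enough; inconclusive = conflicting primary data, or primary hits not chosen for dose response; inactive = low primary inhibition, or under 50% at every dose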;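 also: plate controls were DMSO full reaction for no effect and no enzyme background for full effect; strong numbers were not always called active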
Autophagy HCS – alters autophagy in cells | MEF GFP-LC3 puncta imaging; test concentration mostly 10 µM | 190,000 tested, 0.98% active | calls only at 10 µM (by protocol);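 active = percentage of spot-positive cells more than 3 SD above its plate mean, without a fluorescence outlier flag or 80% toxicity; inconclusive = no clear call, values can overlap the other calls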;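 also: spot-positive cell cutoff set from DMSO-treated cells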
Insulin prom up – MIN6 insulin promoter up-regulation. MIN6 insulin promoter-GFP reporter, high-content imaging; active compounds read high. AID 1625. 190,000 tested, 0.3% active. z-score at 5 µM;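 active = z-score above 3 at 5 µM with at least 500 cells counted in the well; inconclusive = wells under 500 cells, flagged as cytotoxic or low count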
K1F lysis inhibition – inhibition of K1F phage lysis, E. coli UTI89, bacterial capsule biogenesis inhibitors, alamar blue (AID 488966); E. coli UTI89 K1F phage lysis, alamar blue, 2 h; higher % means a stronger effect; 340,000 tested, 0.02% active; inhibition, % at 100 µM, or IC50 in µM where a hit was titrated;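 active = phage lysis inhibition, versus mean bacterial control, above a set limit; inconclusive = no clear call, values can overlap the other calls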;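 also: capsule biogenesis inhibitors block K1F phage lysis so surviving cells raise fluorescence; higher fluorescence means more inhibition of phage lysis; actives were called in the ten point dose series up to 300 µM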
b-catenin transl – beta-catenin nuclear translocation modulation | nuclear translocation activity, % at 5 µM | AID 1665 | HeLa beta-catenin nuclear translocation, immunofluorescence imaging | 190,000 tested, 0.3% active;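 active = nuclear translocation activity above 50% at 5 µM, with a well cell count of 50 or more; inconclusive = wells under 50 cells across six images, flagged as toxic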;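 also: per-cell ratio of nuclear to cytoplasmic median beta-catenin stain intensity; plate controls were DMSO negative control for no effect and GSK-3 inhibitor IX positive control for full effect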
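Read-out: Nuclear/cytoplasmic beta-catenin signal ratio, % activation | Assay system: Human HeLa cell line | Times: 24 h compound exposure at 37°C, 5% CO2 | Signal: Fluorescence imaging of beta-catenin antibody stain plus DAPI | Dosing: 5 µM primary, 0.02–20 µM confirmation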
Dynein transport cytoplasmic EGFP – second read-out of Dynein transport, no call of its own (marks repeat the call); z-score; measured here: cytoplasmic GR-EGFP intensity; active compounds read high
Dynein transport nuclear GR-EGFP – further read-out of Dynein transport, marked with its call; z-score; measured here: nuclear GR-EGFP intensity;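 lower value marks the stronger effect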
Dynein transport cell count – second read-out of Dynein transport, no call of its own (marks repeat the call); z-score; measured here: cell count per field
Insulin prom up cell count – recorded beside Insulin prom up, whose call it bears; cell count; measured here: cytotoxicity, nuclei count;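 total cells summed across four imaged fields per well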
b-catenin transl cell count 5 µM – also measured in b-catenin transl; calls as there; cell count; measured here: cell count, cytotoxicity flag
MT stabilizer Hoechst-high % – recorded beside MT stabilizer, whose call it bears; % Hoechst-high responders; measured here: nuclear condensation Hoechst responders;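 share of cells brighter than vehicle mean plus two SD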
MT stabilizer cytotoxicity % – further read-out of MT stabilizer, marked with its call; toxicity, %; measured here: cytotoxicity by cell density;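 0% = mean cell density of plate MIN control wells and 100% = no cells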
Autophagy HCS cell loss 18 h – also measured in Autophagy HCS; calls as there; toxicity, %; measured here: cell loss, nuclei count;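 cell loss after 18 h compound exposure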
Starred values were filed as active, the others as inactive; i = inactive; ? = inconclusive; . = not tested or not shown; + = active, no number; [ ] = remark or other dose.

SMILES	MT stabilizer	MT stabilizer Hoechst-high %	MT stabilizer cytotoxicity %	M17LAP inhibition	Dynein transport	Dynein transport cytoplasmic EGFP	Dynein transport nuclear GR-EGFP	Dynein transport cell count	CSM14.1 death rescue	M1AAP inhibition	Autophagy HCS	Autophagy HCS cell loss 18 h	Insulin prom up	Insulin prom up cell count	K1F lysis inhibition	b-catenin transl	b-catenin transl cell count 5 µM
COC(=O)CCCCC1SCC(NC(=O)c2ccccc2)C1OC(C)=O (stereo unspecified)	1.5	1.1	2.3	17.0%	-0.387	-0.357	-0.117	0.578	-1.2%	1.1%	i	-8.1	-0.22	1458	0.4%	0.4	1035
CCCSc1nsc(NC(=O)C(c2ccccc2)c2ccccc2)n1	0.8	0.5	1.7	-1.6%	-0.144	-0.204	0.245	-0.116	-1.7%	3.0%	i	-1.1	1.74	929	-0.6%	-1.4	1091
Cn1c(SCn2nnc3ccccc3c2=O)nc2ccccc2c1=O	4.2	3.1	9.6	-6.6%	-0.12	-0.281	-0.0359	0.242	0.7%	2.2%	i	0.2	0.63	1606	.	-4.0	1062
COc1ccc2oc(C(=O)c3ccccc3)c(NC(=O)CN3CCN(C)CC3)c2c1	1.3	2.2	7.1	14.2%	1.51	0.597	0.914	-3.12	-0.1%	14.8%	+	-7.5*	-2.17	651	2.0%	-3.4	936
Cc1cc(C)n2nc(N)c(N=Nc3ccccc3)c2n1	.	.	.	6.5%	-0.153	-0.0577	-0.104	0.111	.	8.7%	.	.	-0.595	1041	-0.8%	0.4	1314
COc1ccc(CCNC2=CC(=O)CC(C)(C)C2)cc1	.	.	.	4.5%	0.148	-0.288	-0.0165	-0.409	.	7.4%	.	.	-0.17	1480	-0.9%	-3.2	1249
O=c1[nH]c(CSc2ncccn2)nc2c1cnn2-c1ccccc1	3.7	2.1	2.6	-0.3%	0.069	-0.209	0.115	0.422	-3.8%	0.1%	i	15.2	-0.18	1307	0.2%	-0.3	881
CCOc1ccc(NC(=O)N(CCN(C)C)C(C)c2cccnc2)cc1 (stereo unspecified)	.	.	.	14.4%	-0.313	-0.247	0.263	0.533	.	1.2%	.	.	0.11	986	-0.7%[50 µM]	0.1	1296
CCN(CC)C(=O)Cn1ncc2c1-c1ccccc1OC2	2.6	2.0	8.2	2.2%	-0.401	-0.216	0.0744	0.066	.	1.4%	.	.	0.08	1464	1.1%	-1.9	1145
O=C(O)c1ccccc1S	6.5	2.9	6.1	-1.9%	-0.445	-0.242	0.281	0.298	-1.0%	11.8%	i	13.6	.	.	.	.	.
CCCCCc1nnc(NC(=O)Cn2cnc3ccccc3c2=O)s1	1.7	3.6	14.4	5.8%	0.232	-0.164	0.423	2.17	2.1%	-1.0%	i	-11.3	0.69	1342	0.8%	0.1	1031
O=C(CSCc1ccc([N+](=O)[O-])cc1)NC1CC2CCC1C2 (stereo unspecified)	3.4	3.1	6.3	4.1%	-0.165	-0.292	-0.339	0.539	0.3%	4.0%	i	-0.6	1.73	1460	3.0%	1.6	942
CCC(C)c1ccc(NC(=S)NN2CCOCC2)cc1 (stereo unspecified)	3.3	3.2	6.0	2.3%	-0.526	-0.278	-0.299	1.62	4.5%	4.8%	i	-8.0	0.14	1495	0.3%[50 µM]	2.6	1073
COc1cc(-n2c(=O)c3ccccc3n(CC(=O)c3ccc(Br)cc3)c2=O)cc(OC)c1OC	4.7	2.4	9.6	3.7%	-0.275	-0.286	-0.0194	0.834	0.9%	3.2%	i	20.9	-0.4	1214	0.5%	-1.0	1102
CCc1cccc(CC)c1NC(=O)C(NS(=O)(=O)c1cccs1)c1ccccc1 (stereo unspecified)	5.5	2.0	7.8	11.2%	1	0.0265	0.867	-0.935	-2.2%	10.2%	i	11.2	-0.06	1481	-0.6%	3.9	1109

Reprinted from the part before: 2 compounds; new compounds follow.
SMILES	MT stabilizer	MT stabilizer Hoechst-high %	MT stabilizer cytotoxicity %	M17LAP inhibition	Dynein transport	Dynein transport cytoplasmic EGFP	Dynein transport nuclear GR-EGFP	Dynein transport cell count	CSM14.1 death rescue	M1AAP inhibition	Autophagy HCS	Autophagy HCS cell loss 18 h	Insulin prom up	Insulin prom up cell count	K1F lysis inhibition	b-catenin transl	b-catenin transl cell count 5 µM
COc1cc(-n2c(=O)c3ccccc3n(CC(=O)c3ccc(Br)cc3)c2=O)cc(OC)c1OC	4.7	2.4	9.6	3.7%	-0.275	-0.286	-0.0194	0.834	0.9%	3.2%	i	20.9	-0.4	1214	0.5%	-1.0	1102
CCc1cccc(CC)c1NC(=O)C(NS(=O)(=O)c1cccs1)c1ccccc1 (stereo unspecified)	5.5	2.0	7.8	11.2%	1	0.0265	0.867	-0.935	-2.2%	10.2%	i	11.2	-0.06	1481	-0.6%	3.9	1109
O=C(Cn1cncn1)N/N=C/c1ccncc1	.	.	.	-2.2%	-0.223	-0.273	-0.217	0.551	.	-2.2%	.	.	1.09	1127	0.8%	-0.5	1396
CCOc1ccc(/C=N/Nc2cc(C)nc(N3CCOCC3)n2)cc1	.	.	.	-4.5%	0.371	-0.261	0.0712	0.246	.	4.8%	.	.	-0.19	1031	-1.3%	-1.0	1351
O=C(Nc1cc(S(=O)(=O)N2CCCCC2)ccc1O)c1ccccc1NS(=O)(=O)c1ccc(F)c(F)c1	2.3	1.9	5.6	6.7%	-0.809	-0.159	-0.744	1.16	-1.1%	69.4µM*	i	-5.7	0.9	1495	-1.9%	-2.0	1133
Nc1nc(-c2ccc(Cl)cc2)cn1N	4.5	1.0	5.7	1.6%	0.324	-0.14	0.328	-0.0409	-0.5%	13.1%	i	-17.4	0.08	1450	0.0%	1.8	1415
O=C(O)COc1ccccc1C(Nc1ccccn1)c1cc(Cl)c2cccnc2c1O (stereo unspecified)	2.9	1.4	5.7	?	0.537	0.0827	0.473	-0.424	-1.1%	23.1%	i	1.9	0.38	1220	0.5%	-1.2	560
Cc1ccn2c(Nc3ccccc3)c(-c3ccccn3)nc2c1	4.8	1.7	5.3	9.1%	-0.541	0.0749	-0.12	0.534	0.9%	-3.4%	i	26.5	.	.	3.8%	2.2	598
Cc1cc(N=NC(=O)c2ccccc2)ccc1O	4.4	1.3	2.3	1.8%	-1.37	-0.281	-0.0173	0.139	-0.7%	1.5%	i	11.5	?	.	-0.2%	-2.4	1006
O=C1C2C3C=CC(CC3)C2C(=O)N1/N=C/c1ccco1 (stereo unspecified)	3.4	2.9	6.8	17.1%	0.399	-0.351	0.206	0.282	-0.7%	3.4%	i	3.4	-0.25	1123	0.0%	1.6	1086
CCN(C(=O)COC(=O)c1cc(-c2ccccc2)nc2c1c(C)nn2-c1ccccc1)C1CCS(=O)(=O)C1 (stereo unspecified)	1.7	1.9	8.5	-2.2%	2.18	-0.36	1.02	-0.097	-1.3%	3.2%	i	-7.7	-0.61	1472	0.8%	-2.1	1104
O=C(COC(=O)CNC(=O)c1ccccc1)Nc1nc(-c2ccccc2)cs1	2.7	3.2	6.5	1.9%	-0.757	-0.219	-0.585	0.503	-2.3%	9.9%	i	5.6	2.23	1582	-0.4%	0.1	1066
COc1ccc(C(=O)C2CCCN(Cc3sc(N4CCCC4)nc3Cl)C2)c(OC)c1 (stereo unspecified)	3.1	1.5	2.6	-7.7%	0.126	-0.115	0.0977	-0.186	15.8%	0.9%	i	0.8	0.61	1523	-0.5%	-1.5	1096
C/C(=N\OC(=O)c1ccccc1)c1c(C)nc2cc(C)ccn12	8.3	1.3	24.4	12.8%	-1.24	-0.269	-0.309	1.25	2.3%	0.7%	i	7.0	0.76	1550	-0.3%	-3.8	1125
CSc1nc(N2CCOCC2)cc(N2CCOCC2)n1	3.8	1.0	13.2	8.5%	0.174	-0.175	0.164	-0.0825	0.2%	3.7%	i	-2.1	-1.09	1370	-0.7%	-4.0	1114
CCOC(=O)Nc1sc2c(c1C#N)CCC(C)C2 (stereo unspecified)	2.3	1.7	0.7	9.4%	-0.785	-0.216	-0.361	1.41	-0.7%	3.1%	i	-5.1	.	.	0.2%	0.2	880
O=S(=O)(NCC1CCCO1)c1ccc(S(=O)(=O)N(Cc2ccc(F)cc2)C2CCCCC2)cc1 (stereo unspecified)	4.4	1.7	3.0	.	-0.337	-0.201	-0.419	-0.795	.	.	i	7.8	.	.	-2.3%	.	.
O=C(Nc1nnc(C2CC2)s1)c1cccc(S(=O)(=O)N2CCc3ccccc32)c1	4.0	3.5	2.6	-15.1%	-0.56	-0.142	-0.264	0.317	3.6%	2.3%	i	-7.1	1.19	1033	3.2%	4.1	1079

An unsorted share of the library; 2.9% or so of the library scored in one or more.
